# Screening data from PubChem.
# LYP inhibition: PTPN22 lymphoid phosphatase activity blockers – biochemical, fluorescence intensity, uHTS (AID 1779); inhibition, % at 11.5 µM, or IC50 in µM where a hit was titrated; hit rate 0.054% among 290,000; recombinant LYP phosphatase, fluorescence intensity; higher % means a stronger effect; in the data active = inhibition above about 50%;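 also: plate controls were vehicle with enzyme for no effect and no enzyme for full effect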
# * hit, by the source's call.
LYP inhibition,Structure
-3.9%,COc1ccccc1NC(=O)Cn1cc(C(=O)C2CC2)c2ccccc21
-6.9%,COc1cc2c(cc1OC)C(COc1ccc(F)cc1)NCC2 (configuration not stated)
-9.7%,CCc1ccc2oc(-c3ccc(NC(C)=O)cc3)nc2c1
-2.0%,Cc1cccc(NS(=O)(=O)c2ccc(NS(=O)(=O)c3cccs3)cc2)c1
-1.9%,Cc1c(OCC(=O)N(C)C)ccc2c(-c3ccccc3)cc(=O)oc12
-1.9%,NCCCNc1nc(N)c([N+](=O)[O-])c(NC2CCCCC2)n1
0.8%,C/C(=N/NC(=O)c1ccc(C)s1)c1cccc(NC(=O)c2ccoc2C)c1
-6.8%,Cc1ccc(/C=N/NC(=O)Cc2ccc(O)cc2)s1
-0.9%,COc1ccc(C(=O)NC(=S)NCc2ccco2)cc1Br
-5.3%,CCc1nnc(NC(=O)c2nc(S(=O)(=O)Cc3ccc(C)cc3)ncc2Cl)s1
-5.9%,O=[N+]([O-])c1cccnc1NCCc1c[nH]c2ccccc12
-9.5%,Cc1cc(-n2cnnn2)cc(C)c1S(=O)(=O)N(C)c1ccccc1
-2.6%,NC(=S)NN=C1c2ccccc2-c2ccccc21
-4.1%,COc1ccc(NC(=O)C2CCN(C(=O)C3CC(=O)N(c4ccc(C)cc4)C3)CC2)c(OC)c1 (configuration not stated)
-7.8%,CCN(CC)c1ccc(NC(=O)CN2CCN(c3ccccn3)CC2)cc1
0.4%,CC(C)n1c(CN(C)Cc2ccccc2)nc2c1c(=O)n(C)c(=O)n2C
-8.7%,COc1ccc(CNC(C)C23CC4CC(CC(C4)C2)C3)c(OC)c1OC (configuration not stated)
-5.6%,CCc1nc2ccc(C(=O)NC3CCC(C)CC3)cc2nc1CC (configuration not stated)
-3.9%,Cc1cc[n+](CC(=O)Nc2cccc(C)c2)cc1
0.6%,COc1ccc(Nc2nc(-c3cccc(OC)c3O)nc3ccccc23)cc1
-14.4%,CC(c1ccco1)N(C(=O)c1ccc(Cl)c([N+](=O)[O-])c1)c1ccccn1 (configuration not stated)
-9.1%,COc1ccc(-c2noc(CN(C)C(=O)c3ccc4c(c3)OCO4)n2)cc1
-17.9%,CCCCn1c(N)c(N(CC)C(=O)c2cccc(F)c2)c(=O)[nH]c1=O
-2.6%,Cc1cccc(NC(=O)NCCCCc2ccccc2)c1
-6.6%,COc1cccc(NC(=O)c2cc3cccc(OC)c3o/c2=N\O)c1

# (further entries)
LYP inhibition,Structure
-6.2%,COc1nc(Nc2ccccc2F)nc(OC)n1
-8.3%,COc1ccc(-c2cc3c(=O)n(CC(=O)NCCCN4CCN(Cc5ccccc5)CC4)ncn3n2)cc1
-11.5%,O=C(Nc1ccccc1F)C1COc2ccccc2O1 (configuration not stated)
-0.5%,CCOc1cc(/C=N/NC(=O)c2ccc(N(C)S(=O)(=O)c3ccccc3)cc2)ccc1OC
-9.5%,O=C(O)c1ccccc1NC(=O)c1ccccc1-c1ccccc1C(=O)O
-6.3%,NC(=O)Cn1cc(/C=N\NS(=O)(=O)c2ccc(F)cc2)c2ccccc21
-6.2%,COc1ccc(CN2CCC(=O)N([C@H](CO)c3ccccc3)CC2)cc1
-8.2%,CCn1cc(C(=O)NCCCOC)c(=O)c2cc(S(=O)(=O)N3CCC(C)CC3)ccc21
-8.7%,CC(C)Oc1ccc(CNC(=O)CCC(=O)N2CCSc3ccccc32)cc1
-9.0%,O=C(Cc1ccc([N+](=O)[O-])cc1)Nc1ccon1
-1.8%,Cc1ccc(C(C)NC(=S)NCc2ccc(F)cc2)cc1C (configuration not stated)
-6.4%,Cc1cc(OC(=O)c2cccc(F)c2)c([N+](=O)[O-])c(=O)[nH]1
-8.8%,CCn1cc(CN2CCC(n3nccc3NC(=O)c3ccc4c(c3)OCO4)CC2)c(C)n1
-8.2%,Cc1cccc(C(=O)OCCN2CCOCC2)c1
-8.1%,Cc1ccc(S(=O)(=O)NNC(=O)c2ccncc2)cc1[N+](=O)[O-]
1.6%,C/C(=N\NC(=O)c1ccncc1)c1cccc(NC(=O)c2ccc(Cl)s2)c1
-7.5%,NC1=NC(=O)C(Cc2ccc(F)cc2)S1 (configuration not stated)
-9.0%,O=C(NC1CCOC1)c1cc(COc2cccc(C(F)(F)F)c2)on1 (configuration not stated)
0.4%,CCCN1Cc2cccc(C(=O)NCCc3cccc(C)c3)c2C1=O
-5.3%,O=C(Cn1nnc(-c2ccccc2F)n1)N1CCCCC1
-7.8%,Cc1ccc(CCS(=O)(=O)c2ccc(C(C)(C)C)cc2)cn1
-0.7%,CC(=O)Nc1ccc(NCc2cccs2)cc1
-2.8%,Cc1ccc(S(=O)(=O)NC(=NCc2ccccc2)c2ccc(F)cc2)cc1
-13.2%,Cc1ccc(N=C2NC(=O)C(CO)(CO)S2)cc1
-4.1%,COc1cccc(NC(=O)C2CCN(C(=O)[C@@H]3Cc4ccccc4CN3C(=O)OC(C)(C)C)CC2)c1

# Single values from the results shown:
# CCn1cc(C(=O)NCCCOC)c(=O)c2cc(S(=O)(=O)N3CCC(C)CC3)ccc21 – LYP inhibition = -8.2%
# CCOc1cc(/C=N/NC(=O)c2ccc(N(C)S(=O)(=O)c3ccccc3)cc2)ccc1OC – LYP inhibition = -0.5%
# COc1nc(Nc2ccccc2F)nc(OC)n1 – LYP inhibition = -6.2%
# O=C(Cc1ccc([N+](=O)[O-])cc1)Nc1ccon1 – LYP inhibition = -9.0%

# (continued)
LYP inhibition,Structure
-5.8%,CCOc1ccccc1NC(=O)CN1CCN(C(=O)C2CCCO2)CC1 (configuration not stated)
-8.4%,COc1ccccc1CNc1ncc(-c2ccc(F)cc2)n1C
-6.1%,COc1ccc(C(=O)NNC(=O)C(=O)NC2CCCCC2)cc1
-12.3%,Cc1cc(C)c2c(CC(=O)NC3CCS(=O)(=O)C3)coc2c1 (configuration not stated)
-9.6%,COc1ccc(/C=C2/SC(=S)N(CCCC(=O)Nc3ccccc3C(=O)O)C2=O)cc1
-6.3%,COc1ccc(CN2C(=NC(=O)c3ccccc3)SC3CS(=O)(=O)CC32)cc1 (configuration not stated)
-9.9%,Cc1ccc(NC(=O)Cn2nnc(C(=O)Nc3ccc(F)c(Cl)c3)c2N)cc1
-8.9%,Cc1noc(C)c1C(=O)NCCc1ccc(S(N)(=O)=O)cc1
-7.0%,O=S(=O)(c1cc(F)ccc1F)N1CCN2CCCC2C1 (configuration not stated)
-12.5%,COc1cccc2cc(C(=O)Nc3ccccc3C)/c(=N/NS(=O)(=O)c3ccccc3)oc12
-8.9%,CCN1CCN(CCC(=O)Nc2cccc(C)c2)CC1
-8.7%,Cc1ccc(NS(=O)(=O)c2ccc(-c3ccc(=O)[nH]n3)o2)cc1N(C)C
-9.1%,CCC(=O)N1CCN=C1SCc1cccc(C(F)(F)F)c1
-3.7%,O=C1CCC(=O)N1c1ccc(S(=O)(=O)Nc2cccc(Br)c2)cc1
-5.4%,COc1cc(NC(=O)CSCc2ccccc2)c(C(=O)O)cc1OC
-10.1%,CCOc1cccc(CN2CCC(N3CCC(C(=O)NCC4CCCO4)CC3)CC2)c1 (configuration not stated)
-0.9%,CCOc1cc(C(C(=O)NCC2CCCO2)N(C(=O)Cn2nnc3ccccc32)c2ccccc2C)ccc1O (configuration not stated)
-1.7%,CC(Sc1nnc(N)s1)C(=O)Nc1nccs1 (configuration not stated)
-6.3%,Nc1c(-c2ccccc2)cnn1-c1ccccc1
-8.3%,COC(=O)C1(C)NC(c2ccc(O)cc2)C2C(=O)N(c3ccc(F)cc3)C(=O)C21 (configuration not stated)
-10.2%,O=C(Cc1ccc(F)cc1)OCn1nnc2ccccc2c1=O
-2.9%,O=C(O)C1CCN(c2ccc(S(=O)(=O)N3CCC(C(=O)O)CC3)cc2[N+](=O)[O-])CC1
-7.7%,CCn1c(SCC(=O)O)nnc1-c1ccc(S(=O)(=O)N2CCCC2)cc1
-7.4%,O=[N+]([O-])c1cccc(/C=C/c2ccc3cccc(O)c3n2)c1
-6.9%,O=C(O)CC(c1ccccc1)N1C(=O)c2cccc([N+](=O)[O-])c2C1=O (configuration not stated)

# The list continues.
LYP inhibition,Structure
-4.7%,CCCCOc1ccccc1N1CCN(CCCN2C(=O)C3CCCN3C2=O)CC1 (configuration not stated)
-4.8%,COc1cccc(CNCc2ccco2)c1O
-2.6%,O=S1(=O)CCO[C@H]2Cc3ccccc3[C@H]2N1Cc1ccccc1Br
-8.7%,Cc1cc(Cl)ccc1OC(C)C(=O)NC(C)C1CCCO1 (configuration not stated)
-0.2%,CC(=O)N1N=C(c2cccc(NS(=O)(=O)c3ccc(C)cc3)c2)CC1c1ccco1 (configuration not stated)
-11.2%,Cc1ccc(S(=O)(=O)Cc2ccc(C(=O)N3CCCCC3C)cc2)cc1 (configuration not stated)
-5.6%,CC(C)(C)c1cc(C(=O)CCN2CCOCC2)cc(C(C)(C)C)c1O
0.7%,Cc1ccc(CNS(=O)(=O)c2c(N)n(C)c(=O)n(C)c2=O)cc1
-7.2%,COc1ccc(OC)c(N(CC(=O)N2CCOCC2)S(C)(=O)=O)c1
-4.6%,CC(=O)c1ccccc1NC(=O)CCNC(=O)c1ccco1
-7.6%,COc1cccc(-c2nc(CS(=O)(=O)CC(=O)NCCc3cc(OC)ccc3OC)c(C)o2)c1
-3.7%,COc1cc(SC)ccc1C(=O)NC1CCCc2ccccc21 (configuration not stated)
-5.6%,CN1CCN(S(=O)(=O)c2ccc(NC(=O)c3ccccc3Cl)cc2)CC1
-2.7%,CC1CCN(C(=O)C(=O)Nc2sc3c(c2C(N)=O)CC(C)(C)OC3)CC1
1.3%,CCC(CC)NC(=O)c1ccc(NS(=O)(=O)c2ccc3[nH]c(=O)[nH]c3c2)cc1
-15.7%,CCOC(=O)N1CCN(C(=O)c2cc3c(=O)n4ccccc4nc3s2)CC1
-9.3%,Cc1ccc(OCC(=O)NCCNC(=O)COc2ccc(C)cc2)cc1
-9.8%,O=C(CCNC(=O)C1CCN(S(=O)(=O)c2ccc(F)cc2)CC1)NCc1ccc(Cl)cc1
-6.4%,CC#CCN(Cc1ccco1)C(=O)C1CCC(=O)N(Cc2ccccc2F)C1 (configuration not stated)
-8.6%,CCOc1c(Br)cc(C(=O)N2CCCN(C)CC2)cc1OC
-10.1%,COc1ccc(Cl)cc1S(=O)(=O)N(C)CC(=O)NCc1ccc2c(c1)OCO2
-6.8%,O=C(NC1CC1)c1cccc(Oc2ccccc2)c1
-10.8%,COc1ccc2oc(C(=O)N(C)Cc3ccc(OC(F)F)cc3)c(C)c2c1
-8.9%,COc1cc2nc(Nc3ccc(F)cc3)nc(N)c2cc1OC
-5.5%,COCC1CCN(C(=O)c2ccc3oc(CCCc4ccccc4)nc3c2)C1 (configuration not stated)

# Laid out differently: entries from further up
COc1cc(NC(=O)CSCc2ccccc2)c(C(=O)O)cc1OC
- LYP inhibition: -5.4%

CCOc1cccc(CN2CCC(N3CCC(C(=O)NCC4CCCO4)CC3)CC2)c1 (configuration not stated)
- LYP inhibition: -10.1%

# Some of these compounds in order of number of heavy atoms, falling:
LYP inhibition,Structure
-15.7%,CCOC(=O)N1CCN(C(=O)c2cc3c(=O)n4ccccc4nc3s2)CC1
-2.7%,CC1CCN(C(=O)C(=O)Nc2sc3c(c2C(N)=O)CC(C)(C)OC3)CC1
-8.9%,COc1cc2nc(Nc3ccc(F)cc3)nc(N)c2cc1OC

# The listing continues:
LYP inhibition,Structure
-4.1%,COc1ccc(NC(=O)c2cc(=O)[nH]c3ccccc23)cc1
-12.5%,COc1ccc(C(=O)NCCC(=O)NCc2cc(=O)n(C)c(=O)n2C)cc1
-8.2%,CCOc1cc(/C=C2/C(=O)NN(c3cccc(Cl)c3)C2=O)ccc1O
-6.2%,O=C(CN1CCN(c2ccccn2)CC1)Nc1ccccc1F
-8.8%,O=C(Nc1ccccc1)c1ccc(NC(=O)c2cccs2)cc1
-10.7%,C/C(O)=c1/c(=O)nc2cccc3c2=c1c1ccccc1c3=O
1.9%,CCOc1ncccc1C(=O)NNC(=O)c1cccc(S(=O)(=O)Nc2ccc(OC)cc2)c1
-3.1%,C/C(=N\NC(=O)c1ccc(F)cc1)c1ccccn1
-0.1%,COc1ccccc1NC(=O)c1c(O)c2ccccc2[nH]c1=O
-5.7%,COc1ccc(NS(=O)(=O)c2ccc(OCC(=O)N3CCOCC3)cc2)cc1Cl
-10.5%,CCn1cc(CN2CCC(n3nccc3NC(=O)C3CCCC3)CC2)cn1
-7.6%,O=C(Nc1ccc(N2CCOCC2)cc1)c1cccc2c(Br)cccc12
-3.1%,COc1ccc(S(=O)(=O)NCC2CCC(C(=O)NCc3ccc(F)cc3)CC2)cc1 (configuration not stated)
-6.4%,CC(C)(C)N(Cc1ccccc1)C(=O)c1cc2ccccc2o1
-8.7%,Cc1c(OCC(=O)NCC2CCC(C(=O)NCCCO)CC2)ccc2c(-c3ccccc3)cc(=O)oc12 (configuration not stated)
-3.5%,COc1ccc(S(=O)(=O)N2CCC(C(=O)NCCC(=O)NCc3cccc(OC)c3)CC2)cc1
-4.4%,COc1cc(C2NC(=O)CCC2[N+](=O)[O-])cc(Br)c1OC (configuration not stated)
1.4%,CCOC(=O)C1=C(C)N=c2s/c(=C/c3ccc(OCC(=O)O)cc3)c(=O)n2C1c1ccc(OC)cc1OC (configuration not stated)
-12.1%,O=C(c1ccc(CNS(=O)(=O)c2ccc(Br)cc2)cc1)N1CCCCC1
-2.1%,CNS(=O)(=O)c1ccc(NC(=O)c2csc(C)c2)cc1
-9.6%,CCC[C@@H](CN[C@@H](CNC)C(C)C)NCCCCc1ccccc1
-13.6%,COc1ccccc1-n1ccnc1SCC(=O)NCC1CCCO1 (configuration not stated)
-7.6%,Cc1ccc(NS(=O)(=O)c2cc(C(=O)NCc3cccnc3)ccc2C)cc1
-14.5%,COc1ccc(CCc2nnc(CCC(=O)NCC3CCCO3)o2)cc1 (configuration not stated)
-2.1%,CCOc1ccc(Nc2cc(C)c3ccccc3n2)cc1

# Remaining list, next part.
LYP inhibition,Structure
-6.3%,CC1=C([N+](=O)[O-])C(c2ccc(Cl)cc2)NC(=O)N1 (configuration not stated)
-3.3%,Oc1ccccc1-c1cc(-c2ccc(F)cc2)n[nH]1
-3.1%,CCC1CCCCN1CCN1C(=O)C2C(C(=O)Nc3cccc(OC)c3)C3C=CC2(O3)C1C(=O)NC1CCCCC1 (configuration not stated)
-10.2%,O=C(NCC1CCCO1)c1cccc(NC(=O)c2ccc(Br)cc2)c1 (configuration not stated)

# These rows are one share of the data. The share of hits here may be higher or lower than overall.
